Source: PubChem
BaF3 parental – parental Ba/F3 viability inhibition as JAK2V617F counter-screen; CellTiter-Glo ATP luminescence; inhibition, % at 5.6 µM; 220,000 tested, 1.1% active; AID 1486;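 active means inhibition above a per-campaign cutoff, the mean inhibition of all tested compounds plus 3 SD, cut at about 27% in these data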;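 further: 0% = DMSO wells and 100% = JAK Inhibitor I control wells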
CHOP inh – inhibitors of CHOP induction in ER stress response; CHO-K1 CHOP-promoter luciferase, tunicamycin-induced, 15-18 h; inhibition, % at 10 µM; 220,000 tested, 3.8% active; AID 2732;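 active means compounds that reduced the stress-induced luciferase reporter signal by more than about 70% of percent inhibition, limit read from the data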;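 further: 0% = tunicamycin plus vehicle and 100% = wells without tunicamycin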
TRPN1 ag – agonists of zebrafish TRPN1 channel; 220,000 tested, 0.18% active; activation, % at 3 µM; HEK293 zebrafish TRPN1-YFP, Fluo-8 calcium fluorescence; 100% = response to 87 µM carbachol; AID 1424;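 active means activation above its plate's cutoff, the mean activation of test wells on that plate plus 3 SD, cut at about 19% in these data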;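 further: 0% = DMSO alone and 100% = 87 µM carbachol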
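Material – zebrafish TRPN1-YFP in HEK293 cells · Doses – 3 µM single point · Schedule – dye 1 h 37 °C plus 30 min RT · Signal – Fluo-8 calcium fluorescence, excitation 470-495 nm, emission 515-575 nm · Read-out – % activation versus carbachol response · Control set – carbachol high, DMSO low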
PPC-1+TRAIL kill – kills PPC-1 cancer cells in the presence of TRAIL; 220,000 tested, 0.41% active; AID 1443; PPC-1 cells + TRAIL, ATPLite viability luminescence; cell killing (% activity), % at 4 µM;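 active means cell killing above 50% in the first pass at 4 µM, then a duplicate retest at 5 µM averaging 50% or more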;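 further: plate controls were cells with TRAIL plus DMSO for no effect and medium-only wells lacking cells for full effect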
Wee1 degr inh – inhibitors of human Wee1 degradation | AID 1321 | reporter increase, % at 5 µM | HeLa Luc-Wee1K328M stability, luciferase luminescence; 100% = proteasome inhibitor MG132 effect | 220,000 tested, 1.2% active | P30291;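 active means activation above the mean of all tested compounds plus 3 SD, set per screening run, cut at about 8.8% in these data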;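 further: cells exposed to compound for 20 h before luminescence read; 0% = DMSO alone and 100% = MG132 at 30 µM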
Target sequence (P30291 whole entry K328M): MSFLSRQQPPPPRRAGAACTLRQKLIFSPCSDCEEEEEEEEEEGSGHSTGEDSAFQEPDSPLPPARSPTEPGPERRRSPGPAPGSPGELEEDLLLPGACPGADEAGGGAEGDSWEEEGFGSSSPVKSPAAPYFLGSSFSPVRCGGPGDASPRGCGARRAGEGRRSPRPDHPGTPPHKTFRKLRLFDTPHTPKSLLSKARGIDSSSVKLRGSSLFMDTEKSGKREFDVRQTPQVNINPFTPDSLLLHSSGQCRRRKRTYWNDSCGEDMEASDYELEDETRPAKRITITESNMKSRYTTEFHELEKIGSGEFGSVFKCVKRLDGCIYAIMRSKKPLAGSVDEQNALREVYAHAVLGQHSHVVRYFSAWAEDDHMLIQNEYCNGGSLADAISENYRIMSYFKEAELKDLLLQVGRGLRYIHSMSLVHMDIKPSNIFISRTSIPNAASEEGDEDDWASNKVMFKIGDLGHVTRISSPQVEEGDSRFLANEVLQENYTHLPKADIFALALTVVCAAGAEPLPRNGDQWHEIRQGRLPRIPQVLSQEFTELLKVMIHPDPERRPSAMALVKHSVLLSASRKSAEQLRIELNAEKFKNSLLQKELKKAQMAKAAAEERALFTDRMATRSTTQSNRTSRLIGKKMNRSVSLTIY
Ba/F3 V617F tox – loss of viability in JAK2V617F-driven Ba/F3 cells; Ba/F3 EpoR-JAK2V617F viability, ATP luminescence; AID 1446; 220,000 tested, 1.1% active; inhibition, % at 5.6 µM;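 active means inhibition above the campaign mean plus 3 SD over all tested compounds, cut at about 24% in these data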;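 further: cytokine-independent growth of Ba/F3 cells driven by EpoR plus mutant JAK2; 0% = DMSO-treated cells and 100% = JAK inhibitor I control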
TNF death inh – inhibitors of TNF-alpha induced necroptosis in Jurkat FADD-/- cells; Jurkat FADD-/- TNF necroptosis rescue, ATP luminescence, 24 h; 0 = TNF only, 100 = no-TNF cells; activation (protection from cell death), % at 10 µM; 220,000 tested, 0.068% active; AID 463075;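 active means activation, meaning protection from cell death, of at least 50% relative to plate controls; inactive means activation below 50%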;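 further: necroptosis triggered by 40 ng/mL TNF-alpha added together with compound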
RBBP9 inhibitor – blocks human serine hydrolase RBBP9. inhibition, % at 7.94 µM. AID 1515. recombinant RBBP9, FP-Rh probe fluorescence polarization. O75884. 220,000 tested, 0.2% active;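 active means inhibition above the campaign mean of all tested compounds plus 3 SD, cut at about 14% in these data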;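 further: plate controls were DMSO wells with RBBP9 for no effect and wells lacking RBBP9 protein for full effect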
Target sequence (O75884 whole entry, looked up): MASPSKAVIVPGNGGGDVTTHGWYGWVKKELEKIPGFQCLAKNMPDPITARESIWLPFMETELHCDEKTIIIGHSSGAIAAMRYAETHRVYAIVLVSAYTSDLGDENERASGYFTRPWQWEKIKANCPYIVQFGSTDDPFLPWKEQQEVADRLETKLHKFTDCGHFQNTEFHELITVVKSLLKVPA
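System: RBBP9 protein / Quantity: 2.5 µM RBBP9 dispensing solution, before mixing / Also added: Serine-hydrolase probe FP-Rh, 375 nM pre-mixing / Dosing: 7.94 µM single dose, 0.794% DMSO / Timing: enzyme-compound preincubation 30 min, then probe labeling 45 min, 25 °C / Signal: FP readout at 525/598 nm / Controls: DMSO-treated enzyme wells and wells lacking RBBP9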
TRPML3 ag – human mucolipin-3 channel agonism | Q8TDD5 | HEK293 TRPML3-YFP, Fluo-8 calcium fluorescence; 100% = the carbachol control signal | activation, % at 3 µM | 220,000 tested, 0.29% active;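 active means activation above its plate's cutoff, the mean activation of the plate's test wells plus 3 SD, cut at about 12% in these data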;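 further: 0% = DMSO only wells and 100% = carbachol wells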
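Test system: HEK293 cells stably carrying human TRPML3-YFP; Doses: single dose, 3 µM final nominal compound, 0.3% DMSO final; Schedule: dye loading 1 h 37 °C then 30 min ambient, 125 s read; Technique: Fluo-8 calcium fluorescence; Benchmarks: high control carbachol 87 µM, low control DMSO.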
* hit, by the source's call; . = not tested or not shown.

Screens in order – TRPML3 ag	CHOP inh	Ba/F3 V617F tox	RBBP9 inhibitor	BaF3 parental	PPC-1+TRAIL kill	TNF death inh	Wee1 degr inh	TRPN1 ag
Cc1noc(C)c1S(=O)(=O)N1CCCC(C(=O)Nc2nccs2)C1 (centres undefined)
    1.2	12	2	-6	4	19	1.0	-2	1.3
COc1ccc(C)cc1NS(=O)(=O)c1ccc(NS(=O)(=O)c2ccc(NC(C)=O)cc2)cc1
    0.8	-23	1	-5	2	-18	0.3	2	-0.5
CC(C)(C)c1ccc(CN2N=Nc3ccccc3S2(=O)=O)cc1
    -0.2	108*	1	-4	2	18	-8.6	-1	-0.4
COC1(OC)N=C(N)C2(C#N)C(c3cccc(Oc4ccccc4)c3)C12C#N (centres undefined)
    -0.4	42	-3	-3	8	4	0.1	4	0.3
Cc1c(NC(=O)NCc2ccccc2)c(=O)n(-c2ccccc2)n1C
    0.8	-2	-2	-1	2	4	1.0	2	-0.4
CCC(C)N=Cc1c(Nc2ccccc2)nc2c(C)cccn2c1=O (centres undefined)
    0.4	24	-5	5	0	4	0.8	1	1.5
Cc1cc(-c2n[nH]c(=S)n2/N=C/c2ccc(Cl)c([N+](=O)[O-])c2)n[nH]1
    0.1	-36	0	-2	0	8	1.3	3	-1.6
COc1ccc(NC(=O)CSc2nc3ccccc3c(=O)n2CCCN2CCCCC2)c(OC)c1
    0.4	6	2	-2	3	2	-1.5	-1	4.0
CC1=CC(C)(C)NC(=S)N1NC(=O)c1ccccc1Cl
    0.3	-3	1	3	-4	-10	0.0	2	0.8
Cc1ccc2nc(-c3ccc(NC(=O)COC(=O)c4ccc(Br)o4)cc3)sc2c1
    0.9	48	0	8	0	50	1.2	7	1.9
O=C(NC1=NCCS1)[C@H](Cc1ccccc1)N1C(=O)c2ccccc2C1=O
    0.8	-11	3	-7	5	12	-1.0	-2	5.7
CCCCNC(=O)Nc1ccc(C2SCCS2)cc1
    0.2	-26	3	-10	1	19	-6.6	1	1.3
Cc1ccc(-c2csc(N(CCc3ccccc3)C(=O)COc3ccccc3)n2)cc1
    1.5	7	-5	-4	3	27	-2.8	0	0.5
CN=C1SC(C(=O)O)CC(=O)N1C (centres undefined)
    0.6	3	-1	-1	4	-11	-1.5	-4	0.5
CCCc1[nH]n(-c2nc3ccccc3s2)c(=O)c1C=NCCN1CCOCC1
    0.6	24	-5	7	-2	23	-1.1	-3	0.9
CCC(Sc1ncccc1C(=O)O)C(=O)N1CCCC1 (centres undefined)
    1.0	36	-2	-4	1	4	0.3	2	-0.1
COc1nc(N(C)C)nc(N(OC)S(=O)(=O)c2ccccc2Cl)n1
    0.5	-2	2	-3	8	7	1.6	8	-0.7
C[C@H](O)CC1=C[C@H](O)[C@@H](C)OC1=O
    0.2	22	-2	3	-5	12	-0.2	1	0.3
COc1ccccc1/C=C1\SC(=S)N(N2C(=O)CCCC2=O)C1=O
    1.3	-8	-2	-9	-1	4	-0.8	-1	0.0
Cc1cccc2c(-c3ccccc3)cc(=O)[nH]c12
    0.3	20	-3	2	0	10	-2.3	-2	-1.2
COc1ccc(/C=N/n2c(C)cc(C)c(C(N)=O)c2=O)cc1
    1.4	34	2	9	4	-12	-0.6	0	0.5
COc1ccc(OC)c(NS(=O)(=O)c2ccc(N3CCCC3=O)cc2)c1
    1.1	.	79*	-4	81*	4	-9.5	-2	0.8
CNC(=O)CSc1nnc(-c2cc3c(C)nn(-c4ccccc4)c3s2)n1C
    1.2	.	-3	0	5	.	-0.1	0	0.3
CN(CCc1ccccn1)C(=O)Nc1cc(Cl)cc(Cl)c1
    0.4	3	-4	-11	2	-6	1.6	7	-1.4
CCOC(=O)C(NC(C)=O)(OCc1ccccc1)C(F)(F)F (centres undefined)
    -0.5	-10	-1	-6	1	25	0.8	4	0.4
CCOC(=O)c1cc2ccccc2n1CCN(CC)CC
    0.8	-17	-2	-1	2	21	1.7	-1	0.3
O=C(CSCc1ccccc1)Nc1ccc(F)cc1F
    -0.2	25	-1	-3	4	11	42	0	-2.2
CC(=O)c1ccc(N2CCN(C(=O)c3ccc(Br)cc3)CC2)c(F)c1
    0.7	32	-3	-8	-1	-13	-1.7	0	0.2
COc1cccc(CC2(CO)CCCN(Cc3c(C)cc(C)cc3-n3cccn3)C2)c1 (centres undefined)
    -0.2	9	1	-11	2	12	1.2	-2	-2.0
O=C(/C=C/c1ccc(OCCCF)cc1)Nc1ccnc(-c2cccnc2)n1
    -0.7	54	4	-9	7	15	-4.2	-3	2.4
Cc1nc2ccc(S(=O)(=O)NCC(=O)NCCN3CCCCC3C)cc2s1 (centres undefined)
    -0.1	17	0	-11	4	11	-0.4	-2	0.3
O=C(Nc1ccc(Cl)cn1)Nc1ccc(Cl)cn1
    0.5	-32	3	-3	9	9	0.1	0	-0.2
Cc1ccc(Cn2cc(/C=C/C(=O)O)c(-c3ccccc3)n2)cc1
    0.0	-22	1	-4	7	12	-0.7	-2	1.0
CCOC(=O)/C(N=Nc1sc(C(=O)OCC)c(C)c1C(=O)OCC)=C(\C)O
    0.6	23	-3	-6	0	9	1.3	5	0.6
CC1(C)CC(CC(=O)Nc2ccccn2)C(=O)O1 (centres undefined)
    0.6	43	-3	8	-2	-26	-1.1	3	0.4
O=C(NCc1ccc(F)cc1)C1CCN(S(=O)(=O)c2ccc3c(c2)OCCCO3)CC1
    0.9	2	-3	-9	3	22	0.3	-3	2.0
N#CCOC(=O)c1sccc1-n1cccc1
    0.2	-3	-1	1	2	-3	0.0	0	-0.5
O=[N+]([O-])c1cc(CN2CCN(c3ccccc3)CC2)c(O)c2ncccc12
    -0.1	77*	74*	-5	76*	24	-14	0	0.3
CC(Sc1ccccc1)C(=O)NN=C1CCCCCC1 (centres undefined)
    0.2	28	1	4	4	-4	1.8	-3	-0.1
O=C(COc1ccc(S(=O)(=O)N2CCCC2)cc1Cl)Nc1ccc2c(c1)OCO2
    0.3	33	-3	0	2	3	-1.2	1	0.7

One compound at a time, as listed above:
Cc1c(NC(=O)NCc2ccccc2)c(=O)n(-c2ccccc2)n1C across the screens: TRPML3 ag = 0.8; CHOP inh = -2; Ba/F3 V617F tox = -2; RBBP9 inhibitor = -1; BaF3 parental = 2; PPC-1+TRAIL kill = 4; TNF death inh = 1.0; Wee1 degr inh = 2; TRPN1 ag = -0.4
O=C(CSCc1ccccc1)Nc1ccc(F)cc1F across the screens: TRPML3 ag = -0.2; CHOP inh = 25; Ba/F3 V617F tox = -1; RBBP9 inhibitor = -3; BaF3 parental = 4; PPC-1+TRAIL kill = 11; TNF death inh = 42; Wee1 degr inh = 0; TRPN1 ag = -2.2

Additional entries
Screens in order – TRPML3 ag	CHOP inh	Ba/F3 V617F tox	RBBP9 inhibitor	BaF3 parental	PPC-1+TRAIL kill	TNF death inh	Wee1 degr inh	TRPN1 ag
O=C(CSc1ccc(-c2ccccn2)nn1)NCc1ccccc1
    0.7	9	-1	-9	8	34	0.7	-1	-1.5
COc1ccc(NC(=O)C2=NNC(=O)CC2)cc1S(=O)(=O)N1CCCCC1
    0.3	14	0	-11	-1	2	-2.1	-1	1.7
CCOc1ccc(OCCCC(=O)O)cc1
    0.9	12	1	0	3	27	0.9	0	0.8
COCCn1c(SCC(=O)Nc2sccc2C(N)=O)nnc1-c1ccncc1
    0.7	12	-2	-6	4	10	0.3	3	0.5
COc1ccc(C2NC(=O)c3ccccc3O2)cc1OC (centres undefined)
    0.9	-40	-2	1	0	-10	-2.4	-3	0.4
Cc1onc(-c2ccccc2Cl)c1C(=O)NC(=S)Nc1ccccc1C(N)=O
    0.3	15	-1	-2	5	11	0.2	0	0.8
O=C(COc1ccccc1)Nc1ccc(CSc2ccccc2)cc1
    0.3	40	-2	10	7	14	-1.8	0	0.0
O=C(CN1C(=O)NC2(CCCc3ccccc32)C1=O)Nc1cccc(S(=O)(=O)N2CCCCC2)c1 (centres undefined)
    0.6	48	1	-7	5	2	1.0	-4	-0.7
CCCn1c(SC/C(O)=C(\C#N)c2nc3ccccc3[nH]2)n[nH]c1=O
    0.4	-35	-3	-9	5	12	2.5	-1	2.2
O=C(OCC(O)COC(=O)c1cccnc1)c1cccnc1
    0.8	-1	0	-6	-3	-24	-0.5	-3	-0.4
O=C(Nc1nc(-c2ccco2)c(-c2ccco2)s1)C1CCC1
    -0.3	0	6	-6	13	0	1.9	0	-1.1
Cc1csc(NC(=O)c2cncc(Br)c2)n1
    -0.2	-18	-1	-2	7	22	2.3	1	1.4
CCC(C)[C@H](NC(=O)Nc1ccc2c(c1)OCCO2)C(=O)OC (some centres undefined)
    0.0	5	-2	-1	-6	3	1.4	0	1.4
CCCCN=c1sc(C(=O)OC)cc(=O)n1CCCC
    0.5	3	-1	-5	3	22	-0.8	-2	0.8
CCn1c2ccc(OC)cc2c2nc3ccccc3nc21
    -2.0	39	-3	-3	4	18	-1.5	-1	-1.1
CC(/C=C/c1ccc2c(c1)OCO2)=N/NC(=O)c1cccnc1
    0.2	-2	1	-5	0	34	1.5	1	-1.1
Cc1cccc(NC(=O)CCc2c(C)nc3ncnn3c2C)n1
    1.3	20	1	-5	8	6	-0.1	3	2.9
O=C(CCSc1ccccc1)NC(=O)COC(=O)c1ccc(OC(F)F)cc1
    0.6	48	0	-2	5	12	-1.4	-3	-1.0
CCN1CCN(CCC2Oc3cc([N+](=O)[O-])ccc3NC2=O)CC1 (centres undefined)
    0.4	13	4	-5	3	3	-0.2	-2	0.2
Cc1ccc(NC(=O)CC(NCC2CCCO2)C(=O)O)cc1C (centres undefined)
    1.1	-14	4	-6	7	.	-0.2	4	-1.3
Cn1c(SCC(=O)N2c3ccccc3Sc3ccccc32)nc2ccccc21
    -0.4	5	7	-19	15	-18	0.2	-2	-1.4
COC(=O)c1sc(N)c(C(=O)OC)c1COC(=O)CNS(=O)(=O)c1cccc(C#N)c1
    -1.2	2	2	-8	7	18	2.5	1	-1.1
C=CCNc1nnc(SC2CC(=O)N(c3ccc(OCCC)cc3)C2=O)s1 (centres undefined)
    0.3	9	-3	2	2	-10	-19	1	-1.9
CCC(=O)Nc1cc(OC)c(NC(=O)c2ccccc2)cc1OC
    0.3	36	-3	0	2	14	-1.3	0	-0.5
CCn1c(SCC(=O)Nc2ncc(C(F)(F)F)cc2Cl)nnc1-c1ccccc1
    -0.5	18	-3	-3	3	18	1.7	-1	-0.5
O=C(Nc1ccc(Cl)cc1)C1=Cc2cc(Cl)ccc2OC1
    1.1	64	3	-2	6	-2	0.3	-2	1.9
N#Cc1c(-c2ccccc2F)cc(-c2cccnc2)nc1N
    -0.3	18	-2	-2	5	24	0.4	0	-0.9
